Compound activity as filed in PubChem BioAssay.
UGM FP inh: blocks M. tuberculosis UGM enzyme. P9WIQ1. purified UGM, fluorescence polarization probe displacement. inhibition, % at 10 µM. 320,000 tested, 0.06% active. AID 504406; in the data active means inhibition above about 10%, passing the limit was not always enough
Target sequence (P9WIQ1 whole entry, looked up): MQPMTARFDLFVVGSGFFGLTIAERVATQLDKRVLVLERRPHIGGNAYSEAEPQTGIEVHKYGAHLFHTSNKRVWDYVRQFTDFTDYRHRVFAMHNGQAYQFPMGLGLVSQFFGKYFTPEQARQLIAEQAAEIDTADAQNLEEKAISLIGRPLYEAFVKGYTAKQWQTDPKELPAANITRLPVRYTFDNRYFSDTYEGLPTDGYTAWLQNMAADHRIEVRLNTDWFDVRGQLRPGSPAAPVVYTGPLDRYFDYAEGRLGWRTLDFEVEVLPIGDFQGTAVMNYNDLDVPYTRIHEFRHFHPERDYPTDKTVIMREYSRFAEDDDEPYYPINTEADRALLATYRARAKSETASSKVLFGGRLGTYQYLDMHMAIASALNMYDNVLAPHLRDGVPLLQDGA
GDH-TPI counter: GDH-TPI coupled enzyme inhibition counter-screen; 360,000 tested, 1.2% active; inhibition, % at 4.8 µM; GDH-TPI coupled enzyme counterscreen, NADH absorbance; AID 588335; in the data active means inhibition above about 30%;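 further: 0% = DMSO wells and 100% = wells lacking the enzyme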
BioA inh: blocks M. tuberculosis BioA enzyme activity; purified M. tuberculosis BioA enzyme, plate reader; inhibition, % at 9.99 µM; AID 602481; 360,000 tested, 0.096% active; in the data active means inhibition above about 40%
VHR inh abs: inhibitors of human VHR1 phosphatase (DUSP3); P51452; recombinant VHR phosphatase, pNPP absorbance; inhibition, % at 13.3 µM; 290,000 tested, 0.52% active; AID 1654; in the data active means inhibition above about 50%; further: some compounds called inactive have numbers as strong as hits
Target sequence (P51452 whole entry, looked up): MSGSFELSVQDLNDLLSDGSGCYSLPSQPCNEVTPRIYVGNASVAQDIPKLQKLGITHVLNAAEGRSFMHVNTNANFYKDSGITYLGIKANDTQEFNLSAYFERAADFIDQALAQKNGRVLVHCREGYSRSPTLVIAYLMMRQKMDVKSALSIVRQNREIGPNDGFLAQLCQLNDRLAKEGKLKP
Rv3671c inh: inhibits the M. tuberculosis serine protease Rv3671c; P9WHR9; inhibition, % at 5.96 µM; 320,000 tested, 0.048% active; in the data active means inhibition above about 38%;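 further: extracellular domain of Rv3671c used as enzyme; 0% = enzyme with DMSO and 100% = no enzyme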
Target sequence (P9WHR9 whole entry, looked up, the tested form may be a part): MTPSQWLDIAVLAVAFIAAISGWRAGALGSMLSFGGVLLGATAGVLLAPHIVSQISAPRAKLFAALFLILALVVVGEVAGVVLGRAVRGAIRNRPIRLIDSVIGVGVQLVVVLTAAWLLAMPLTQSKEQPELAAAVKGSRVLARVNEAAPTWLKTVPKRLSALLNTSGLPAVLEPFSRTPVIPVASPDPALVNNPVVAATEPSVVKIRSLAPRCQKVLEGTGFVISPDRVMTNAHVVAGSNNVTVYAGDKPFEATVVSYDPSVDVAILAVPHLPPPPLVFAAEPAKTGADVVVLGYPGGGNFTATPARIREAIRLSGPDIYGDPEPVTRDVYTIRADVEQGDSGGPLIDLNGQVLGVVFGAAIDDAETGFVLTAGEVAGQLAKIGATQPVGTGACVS
MazEF act: activators of E. coli MazEF toxin-antitoxin RNase. activation, % at 20 µM. P0AE70. AID 504720. FAM/BHQ RNA-DNA oligo cleavage fluorescence, 5 h. 350,000 tested, 0.32% active; in the data active means activation above about 50%
BH1578 lux ind: inducers of Vibrio cholerae quorum light production without autoinducers | 350,000 tested, 0.16% active | V. cholerae BH1578 lux reporter, luminescence, 6 h | activation, % at 18.7 µM; in the data active means activation mostly above about 9.7%, no sharp cut-off; further: not every result past the cut was called active; inactives centre near 0; reference of the scale not given here
SARS 3CLpro inh: SARS-CoV 3CLpro protease inhibition | P0C6X7 | recombinant SARS-CoV 3CLpro, quenched FRET peptide cleavage | inhibition, % at 6 µM | 290,000 tested, 0.14% active | AID 1706; in the data active means inhibition above about 12%
FBA Mtb inh: inhibits M. tuberculosis FBA enzyme; P9WQA3; purified M. tuberculosis FBA, fluorescence read-out; inhibition, % at 1 µM; 360,000 tested, 2.3% active; AID 588726; in the data active means inhibition above about 27%;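 further: 0% = vehicle and 100% = reference inhibitor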
SSB-PriA inh: K. pneumoniae PriA-SSBct interaction inhibition; inhibition, % at 33 µM; AlphaScreen SSBct-PriA binding, biotinylated peptide; AID 1272365; 430,000 tested, 0.6% active; in the data active means inhibition mostly above about 37%, no sharp cut-off; inactive means mostly below about 20%;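 further: plate controls were negative control peptide for no effect and reference peptide for full effect; strong numbers were not always called active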
* hit, by the source's call; i = inactive; / = not tested or not shown; & = joins results of further samples. The list is partial (hit frequency here may not be typical).

The opening 5 compounds, ahead of the listing:
SMILES	UGM FP inh	GDH-TPI counter	BioA inh	VHR inh abs	Rv3671c inh	MazEF act	BH1578 lux ind	SARS 3CLpro inh	FBA Mtb inh	SSB-PriA inh
Cc1ccc(C)c(S(=O)(=O)NCc2ccc(C(=O)N3CCN(C)CC3)cc2)c1	-0.4	6	/	26	0	0	i	-3	1	-6&-5
Cc1cc(C)c(C)c(OCC(=O)N2CCN(c3ccccn3)CC2)c1	1.6	6	0.8	9	-3	-7	-0.9	-3	7	-1
COc1ccc(S(=O)(=O)Nc2ccc(O)c3ccccc23)cc1	-1.1	20	-0.1	-27	-75	-2	0.0	2	1	11
O=C(CN1CCN(S(=O)(=O)c2ccc(Br)s2)CC1)NC1CCCCC1	/	1	4.3	/	/	-1	i	/	1	-3
N#CC1(NC(=O)COC(=O)CSc2ccc(F)cc2)CCCCC1	-0.3	6	2.1	/	-1	-5	-2.2	/	0	3

Main list, repeating the preview:
SMILES	UGM FP inh	GDH-TPI counter	BioA inh	VHR inh abs	Rv3671c inh	MazEF act	BH1578 lux ind	SARS 3CLpro inh	FBA Mtb inh	SSB-PriA inh
Cc1ccc(C)c(S(=O)(=O)NCc2ccc(C(=O)N3CCN(C)CC3)cc2)c1	-0.4	6	/	26	0	0	i	-3	1	-6&-5
Cc1cc(C)c(C)c(OCC(=O)N2CCN(c3ccccn3)CC2)c1	1.6	6	0.8	9	-3	-7	-0.9	-3	7	-1
COc1ccc(S(=O)(=O)Nc2ccc(O)c3ccccc23)cc1	-1.1	20	-0.1	-27	-75	-2	0.0	2	1	11
O=C(CN1CCN(S(=O)(=O)c2ccc(Br)s2)CC1)NC1CCCCC1	/	1	4.3	/	/	-1	i	/	1	-3
N#CC1(NC(=O)COC(=O)CSc2ccc(F)cc2)CCCCC1	-0.3	6	2.1	/	-1	-5	-2.2	/	0	3
C/C(=N\Nc1nc(C)cc(-c2ccccc2)n1)c1ccccc1	-2.4	14	-2.4	9	6	1	-0.6	1	2	/
O=C(CSc1nnc(Cc2ccccc2)n1Cc1ccccc1)NCc1ccco1	-0.6	-5	2.5	9	-2	-8	-0.7	3	0	-4
O=C(/C=C/c1ccc(F)cc1)Nc1cc(S(=O)(=O)N2CCOCC2)ccc1N1CCOCC1	/	6	-0.3	/	/	1	-0.4	/	-1	/
O=C(Nc1cccnc1)c1ccc(COCC(F)(F)F)cc1	0.1	7	33	-5	2	4	-3.3	4	-3	-10
Cc1cc(C)cc(NC(=O)/C(C#N)=C/c2cn(CC(=O)NCc3ccco3)c3ccccc23)c1	0.9	16	/	5	-7	-3	-0.4	-1	-2	-7
Cc1ccc2c(c1)c(C)c(C)n2CC(O)Cn1nc(C)cc1C (centres undefined)	-1.8	3	-1.8	46	-2	4	i	3	0	26&1
O=C(Nc1cc(N2CCOCC2)ncn1)NC1(C(F)(F)F)Oc2ccc(Cl)cc2O1 (centres undefined)	-1.0	/	/	-14	1	/	/	1	/	/
C[C@@H]1CN([C@H](C)CO)S(=O)(=O)c2ccc(-c3cccc(C#N)c3)cc2O[C@H]1CN(C)C(=O)Nc1cc(F)ccc1F	/	6	-0.6&1.2	/	/	5	-0.5	/	0	/
Cc1ccccc1NC(=O)COC(=O)c1cccnc1	3.4	1	/	14	4	-9	i	-10	7	-1
COC(=O)c1ccccc1NC(=O)CN1C(=O)NC2(CCCCCCC2)C1=O	2.0	6	-6.1	/	-33	-9	-0.6	/	6	-4
Cc1ccc(C(C)C)cc1OCC(=O)Nc1ccc(N2CCCCC2)cc1	1.7	7	-1.5	/	6	-4	i	/	1	2
CCOc1cccc2sc(N(CCN(C)C)C(=O)c3ccc(Br)s3)nc12	0.6	-3	/	12	-1	-26	-0.5	6	4	-15
CC(C)CCN(C(=S)Nc1cccc(C(F)(F)F)c1)C(C)c1ccccn1 (centres undefined)	0.2	-4	0.8	3	2	-7	4.2	0	1	-22
O=C(c1ccc(Br)o1)N1CCC(c2nc3ccccc3[nH]2)CC1	/	-7	/	/	-5	-1	2.6	/	0	-3&-11
CCOc1ccc(OCC(=O)Nc2ccc(OC)cc2[N+](=O)[O-])cc1	-2.0	4	/	1	-7	-36	-0.3	3	0	-8
CCOC(=O)c1cc2c(=O)n3ccccc3nc2n(Cc2ccco2)c1=NC(=O)c1ccccc1OCC	3.0	10	/	20	4	-14	-0.2	-3	173*	12
Cc1coc2c1c(C)cc1oc(=O)c(Cc3ccccc3)c(C)c12	3.2	8	-1.4	-4	-6	-2	-0.2	-2	-2	-7
COCCn1c(SCC(=O)Nc2cccc(C(=O)OC)c2)nc2ccccc2c1=O	-1.9	8	0.1	8	5	2	-0.2	0	-1	1
CC(O)c1ccc(-n2cnnn2)cc1 (centres undefined)	0.4	10	/	1	-6	-4	-0.3	3	-2	-20
COc1ccc(-c2nc(SC(CC(=O)NCCN3CCOCC3)c3cccs3)n[nH]2)cc1 (centres undefined)	0.6	21	0.1	6	7	-3	i	2	3	5
Cc1cc(C(C)(C)C)ccc1OCC(=O)N/N=C\c1c(C)n(C)n(-c2ccccc2)c1=O	-2.0	-1	-0.2	18	5	7	i	0	-2	/
Cc1ccc(-n2nc(C(=O)N3CCOCC3)cc2-c2ccc(Cl)cc2)cc1	0.5	4	/	-7	0	5	-0.4	2	0	8
COc1ccc2nc(NC3=NC(C(=O)Nc4ccc(C)cc4)CC(=O)N3)nc(C)c2c1 (centres undefined)	-3.3	/	/	16	-14	/	/	-3	/	/
CC(C)c1cc(NCc2ccccn2)n2c(nc3ccccc32)c1C#N	-0.3	2	/	23	-2	13	-0.2	2	18	-6&10
CCOCCCNC(=O)NC12CC3CC(CC(C3)C1)C2	2.0	0	-0.3	0	4	-4	-5.6	4	2	-8
CN(C)c1ccnc2sc(C(=O)c3ccccc3)c(N)c12	3.6	-5	/	0	-4	4	-0.4	-5	-4	-24
CCSC1=C(C#N)C2(CCCCC2)C(C#N)=C(N)N1	-1.1	10	7.7	31	-4	10	-0.3	3	0	1
Cc1nnc(NC(=O)c2ccc(F)c(S(=O)(=O)N3CCOCC3)c2)s1	1.6	11	-3.0	/	3	11	-0.8	/	-4	4
c1ccc2nc(-c3ccc(N4CCOCC4)cc3)ccc2c1	-0.6	33*	/	4	-1	-14	-0.4	-3	13	-15
O=C(CN1CCN(C(=O)c2ccco2)CC1)Nc1cc(S(=O)(=O)N2CCCC2)ccc1Cl	/	-1	0.1	/	/	6	i	/	0	/
Cn1nc([N+](=O)[O-])c2c(-c3nc4ccccc4s3)c(N)n(C3CCCCC3)c2c1=O	-0.9	7	-2.1	72	4	11	-0.5	2	1	-7
CC(C)=C1C2CCC1C1C(=O)N(c3ccc4c(c3)OCO4)C(=O)C21 (centres undefined)	-2.7	2	0.3	-8	-8	0	i	-1	-4	3
COC(=O)CNC(=O)c1ccc(C)s1	1.4	7	-0.3	10	0	-9	0.4	0	3	-5
CC(C)c1ccc(NC(=O)CN2C(=O)COc3ccc(S(=O)(=O)N4CCOCC4)cc32)cc1	0.3	13	-8.3	18	-10	14	i	5	1	0
Cc1ccc(CNC(=O)CCC2CCCN(Cc3ccc4cccc(F)c4n3)C2)o1 (centres undefined)	-0.1	/	/	13	9	3	/	-1	/	-12
CC(C)CNC(=S)NNC(=O)CC(C)O (centres undefined)	0.5	-3	/	28	-2	2	-0.3	2	0	-8
O=C(COC(=O)c1cc(S(=O)(=O)N2CCOCC2)ccc1F)NC1CC1	1.3	-4	-0.4	/	4	-12	-3.3	/	4	/
CN1CCN(C(=O)CCC(=O)c2ccc(F)cc2)CC1	-2.1	4	0.3	0	-4	-5	2.9	-5	10	-8
COc1cc(C(=O)N2CCN(C(=O)C(Cc3cc(C)ccc3C)NC(C)=O)CC2)cc(OC)c1OC (centres undefined)	0.4	-3	-1.7	22	0	4	-0.2	-2	2	-1
CCOC(=O)C1=C(C#N)C(C(=O)OCC)c2ncccc21 (centres undefined)	/	13	1.9	/	/	-6	-4.8	/	11	/
CCN(CC)C(=O)c1ccc2sc([C@H]3C[C@H](O)[C@@H](CO)O3)nc2c1	/	5	0.5	/	/	/	-0.6	/	-4	/
CCCCCCCSc1cc(OC)c(CCNC)cc1OC	0.6	-1	5.9	24	4	5	7.4	2	-2	33
Cc1ccc([N+](=O)[O-])cc1-c1ccc(/C=N/NC(=O)CN2CCOCC2)o1	2.5	40*	/	-1	2	3	-0.3	1	3	i
COc1cc(OC)cc(C(=O)N2CCN(C3CCC(C)CC3)CC2)c1 (centres undefined)	/	-1	0.3	/	/	-20	i	/	-2	-7
CC(C)C[C@@H](CSc1ccc(Br)cc1)N1CCN(CC(C)C)CCC1=O	-2.6	0	0.9	7	-1	-2	i	/	-2	-27
Nc1ncnc2c1ncn2[C@@H]1O[C@H](CNCC#Cc2ccccc2)[C@@H](O)[C@H]1O	0.4	-5	0.1	/	5	0	i	/	8	7
NC(=O)CC(NC(=O)c1ccccc1)c1ccc(NCCN2CCOCC2)c([N+](=O)[O-])c1 (centres undefined)	0.6	7	1.6	13	-5	7	0.6	5	2	-4
CN1CCN(C(CNC(=O)C(=O)NC2CCCC2)c2ccc(F)cc2)CC1 (centres undefined)	0.9	-3	-0.6	/	-1	9	-0.8	/	-3	-8
O=C(c1cc(=O)[nH]c2ccccc12)N1CCc2ccccc2C1	0.6	6	1.6	18	-4	7	-0.3	7	5	-7
COc1nc(N2CCOCC2)nc(-n2cccc2)n1	-1.1	-5	-0.8	13	-6	-807	i	1	0	-7
CN(CC(=O)NCCc1ccc(S(N)(=O)=O)cc1)Cc1ccc(Cl)cc1Cl	-1.9	7	-0.8	38	0	5	-0.3	-1	0	-2
CCOC(=O)/C=C1\NC(C)(C)Cc2cc(OC)c(OC)cc21	1.0	5	-0.2	28	5	-7	i	1	4	/
CCn1c(CCNC(=O)c2cccs2)nnc1SCC(=O)c1ccc(OC)cc1	-1.8	-2	2.2	/	-5	-7	-12	-4	1	2
COc1ccc(Cl)cc1NC(=O)CN1C(=O)NC(C)(Cc2ccc(OC)c(OC)c2)C1=O (centres undefined)	-1.3	12	0.4	/	1	-1	-0.3	/	-1	-1
CCN1CCN(C(=O)CCN2C(=O)COc3ccc(C)cc32)CC1	0.1	4	-0.8	-9	8	-13	-0.7	-2	-2	2
Following part
SMILES	UGM FP inh	GDH-TPI counter	BioA inh	VHR inh abs	Rv3671c inh	MazEF act	BH1578 lux ind	SARS 3CLpro inh	FBA Mtb inh	SSB-PriA inh
NC(=O)CCN(C1CCCCC1)S(=O)(=O)c1cccc2nsnc12	2.6	4	-0.4	8	-4	5	-0.3	-4	4	-8
COc1ccc(CCNC(=O)c2ccc(OCC(=O)N3CCOCC3)c(OC)c2)cc1	1.1	1	0.5	/	3	-3	i	/	-2	-4
CCc1nn2cc(C(=O)c3cc(C)ccc3O)cnc2c1-c1ccc(F)cc1	/	-4	/	38	4	4	i	2	1	0
C[C@H](CO)N1C[C@H](C)[C@H](CN(C)CC2CCCCC2)Oc2ccc(NS(=O)(=O)c3ccc(F)cc3)cc2CC1=O	-1.5	4	7.6&2.4	/	5	2	i	/	-1	15
O=C(COC(=O)CNC(=O)c1ccc(Cl)cc1Cl)NC1CCCCC1	-0.7	4	-0.6	-2	/	4	/	0	2	-4
O=C(Nc1nccs1)c1csc([C@H]2C[C@H](O)[C@@H](CO)O2)n1	/	-2	-0.5	/	/	/	-0.4	/	-3	/
O=C(CSc1nnc2ccccn12)NNC(=O)c1ccccc1F	3.6	4	/	/	0	4	/	/	8	-2
CCCCOc1ccc(-c2cnc3ccccc3n2)cc1	1.3	10	/	5	-5	0	-2.1	-2	5	-10
CCCCn1c(N)c(N(CC(C)C)C(=O)c2ccc(S(=O)(=O)N3CCC(C)CC3)cc2)c(=O)[nH]c1=O	0.7	-8	/	/	-4	2	-5.6	/	3	-13
COc1ccccc1NC(=O)c1cccc(N2C(=O)C3C4C=CC(C4)C3C2=O)c1 (centres undefined)	0.5	0	-1.2	2	7	2	-0.2	-2	2	3
O=C(c1ccc(Cl)c([N+](=O)[O-])c1)N1CCN(S(=O)(=O)c2ccc(Cl)cc2)CC1	1.0	-1	-0.1	/	5	-2	-0.4	/	-1	-6
